RORgamma inh = inhibitors of mouse ROR gamma transcriptional activity. P51450. Drosophila S2 Gal4-RORgamma UAS-luciferase reporter, 20 h. Potency, µM (titrated, usually from 53.6 µM), for inactives: at the top dose activity change, negative = inhibition, most hits filed as inhibitors. 310,000 tested, 5.4% active. AID 2551; note: % is set by controls: 0 for no effect and ±100 for the full control effect; nearly all actives have a fitted effect of over 60% in size
Target sequence (P51450 whole entry, looked up, the tested form may be a part): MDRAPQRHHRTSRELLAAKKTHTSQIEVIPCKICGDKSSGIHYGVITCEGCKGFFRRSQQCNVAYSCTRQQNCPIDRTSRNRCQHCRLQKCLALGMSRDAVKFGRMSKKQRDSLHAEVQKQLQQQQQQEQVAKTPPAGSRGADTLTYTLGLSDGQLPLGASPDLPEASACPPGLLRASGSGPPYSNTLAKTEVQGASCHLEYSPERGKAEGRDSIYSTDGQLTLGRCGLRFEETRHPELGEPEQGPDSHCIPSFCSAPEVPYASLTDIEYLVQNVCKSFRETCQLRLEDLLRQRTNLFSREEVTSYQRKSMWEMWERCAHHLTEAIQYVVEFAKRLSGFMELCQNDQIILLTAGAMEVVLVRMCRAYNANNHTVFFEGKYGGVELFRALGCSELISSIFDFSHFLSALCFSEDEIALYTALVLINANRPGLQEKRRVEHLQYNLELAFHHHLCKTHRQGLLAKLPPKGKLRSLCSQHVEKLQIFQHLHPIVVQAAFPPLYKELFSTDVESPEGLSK
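A Gal4/UAS one-hybrid system in insect cells: metallothionein-promoter Gal4–ROR gamma fusion plus Photinus luciferase reporter. Copper sulfate 700 uM final, 20 hr ambient incubation, luminescent detection after 10 min with reagent.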
p53 reactivation = re-activators of mutant p53; H1299 p53-A138V BP100-luciferase reporter, luminescence, 24 h; Potency, µM (doses to about 92.2 µM), without a hit: at the highest dose activity change, positive = activation, most hits filed as activators; 320,000 tested, 0.063% active; AID 504706; note: % of control where 0% means no effect; nearly all actives have a fitted effect of over 45% in size
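H1299 (p53-null), stable ts p53-A138V + BP100-Luc; 1000 cells/well, Opti-MEM/10% FBS; cpd 4 pt, 1:5; 24 h, 37 deg C, 5% CO2; detection reagent 10 min RT; luminescence.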
BRCA1 expr up = BRCA1 expression activation. MCF7-BRCA1-FFLuc reporter, luminescence, 48 h; response scale: scaled: vehicle 0%, 10 µM genistein 100%. Potency, µM (highest dose often 46.1 µM), for inactives: at the highest dose activation, actives largely listed as activators. 380,000 tested, 1.1% active. AID 624202; note: nearly all actives have a fitted effect of over 80% in size; some results filed as inactive show a strong effect at the top dose
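MCF7-BRCA1-FFLuc cells, 2000/well in phenol-red-free MEM, attached 2 h then treated 48 h at 37 C. Luciferase luminescence read 15 min after reagent; normalized to genistein maximum activation (10microM) and DMSO, concentration-response fitted.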
Gal4-VP16 FLuc = counter-screen for ROR gamma inhibitors: Gal4-VP16 reporter; 310,000 tested, 3.5% active; AID 2546; Drosophila S2 Gal4-VP16 UAS-luciferase, luminescence, 20 h; Potency, µM (doses to about 53.6 µM), for the others: at the highest dose activity, negative = inhibition, hits mostly inhibitors;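 note: Gal4-VP16 expression switched on by copper sulfate through the metallothionein promoter; % is set by controls: 0 for no effect and ±100 for the full control effect; nearly all actives have a fitted effect of over 50% in size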
uPA generation = cell surface uPA generation inhibition. Potency, µM (doses to about 38.3 µM), for the others: at the highest dose activity change, negative = inhibition, hits mostly inhibitors. 330,000 tested, 0.31% active. cell surface uPA generation assay, qHTS; active = well fitted inhibition curve with a large enough effect; inconclusive = small, poorly fitted or top-dose-only effect; inactive = no such curve, though single readings can be large or run the other way; tested in mouse RAW 264.7 cells; note: % is set by controls: 0 for no effect and ±100 for the full control effect; nearly all actives have a fitted effect of over 55% in size
NPC1 prom act = activates the NPC1 promoter; Huh7 NPC1 promoter luciferase reporter, 24 h; Potency, µM (titrated, usually from 9.22 µM), inactives show at the highest dose activation, usual class: activators; 320,000 tested, 2.4% active; AID 485313;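 note: % of control where 0% means no effect; nearly all actives have a fitted effect of over 60% in size; reporter is driven by a mutant NPC1 promoter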
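Luminescence from an NPC1 promoter-driven luciferase reporter in stably transfected Huh7 cells was measured after 24 h compound treatment at 37 °C, followed by 10 min ambient incubation with luciferase detection reagent.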
MBNL1 CUG block = inhibitors of human MBNL1 binding to CUG repeat RNA; 280,000 tested, 0.036% active; AID 2675; TR-FRET MBNL1-His/biotin-(CUG)12 binding, 665/545 ratio; Potency, µM (doses to about 57.5 µM), inactives show top-dose activity change, negative = inhibition, hits mostly inhibitors; Q9NR56; active = well fitted inhibition curve with a large enough effect in the signal ratio, with a control signal flat, not every such curve was filed as active; inconclusive = small, poorly fitted or top-dose-only effect, or effect the other way, or a change in a side signal; inactive = no such curve, though single readings can be large or run the other way; the % refers to the signal ratio; note: % is set by controls: 0 for no effect and ±100 for the full control effect
Target sequence (Q9NR56 whole entry, looked up): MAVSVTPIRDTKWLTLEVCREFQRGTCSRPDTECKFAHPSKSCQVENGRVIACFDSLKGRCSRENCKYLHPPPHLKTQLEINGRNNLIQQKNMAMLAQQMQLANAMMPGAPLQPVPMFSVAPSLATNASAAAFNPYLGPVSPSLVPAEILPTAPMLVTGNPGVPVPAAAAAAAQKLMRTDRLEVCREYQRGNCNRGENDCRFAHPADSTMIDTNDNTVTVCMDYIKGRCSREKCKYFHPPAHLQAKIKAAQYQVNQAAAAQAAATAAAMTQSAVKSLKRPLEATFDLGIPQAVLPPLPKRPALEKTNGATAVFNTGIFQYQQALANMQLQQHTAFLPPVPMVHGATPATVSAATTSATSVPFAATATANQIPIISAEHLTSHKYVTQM
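Inhibition of protein-RNA binding appears as loss of TR-FRET between terbium anti-His antibody on MBNL1-His and streptavidin-XL665 on biotin-(CUG)12. Activity is normalized to buffer-only and uninhibited-complex controls.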
Rab9 prom act = Rab9 promoter activation | 320,000 tested, 2.8% active | Huh7 Rab9 promoter-luciferase reporter, luminescence, 24 h | Potency, µM (titrated, usually from 9.22 µM), inactives show top-dose activation, negative = inhibition, usual class: activators; note: % of control where 0% means no effect; nearly all actives have a fitted effect of over 60% in size
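Luminescence from Amplite-detected luciferase (10 minutes, ambient) reports Rab9 promoter activation. Before that, stable Rab9-luciferase Huh7 cells (1500/well, reduced-serum OP-MEM I plus 10% FBS) were exposed to compound for 24 hours at 37C.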
FLuc counter = counter-screen for miR-21 project: firefly luciferase inhibitors or activators; 360,000 tested, 6.9% active; Potency, µM (titrated, usually from 57.5 µM), for the others: at the top dose activity change, negative = inhibition, hits mostly inhibitors; P08659; purified FLuc, Km substrates, luminescence inhibition;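 note: plate controls were vehicle for no effect and reference inhibitor for full effect; nearly all actives have a fitted effect of over 55% in size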
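Biochemical qHTS of compounds, final roughly 60 µM downward over six points, against 10 nM purified firefly luciferase using Km concentrations of substrates (10 uM D-luciferin, 10 uM ATP) in Tris acetate pH 7.5 buffer; luminescence output.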
ELG1 genotox = genotoxicity induction in ELG1-luciferase HEK293T cells; Potency, µM (titrated, usually from 46 µM), without a hit: at the top dose activity change, positive = activation, hits mostly activators; AID 504466; HEK293T ELG1-luciferase reporter, luminescence, 16 h; 330,000 tested, 1.3% active; note: % of control where 0% means no effect; nearly all actives have a fitted effect of over 60% in size
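Reporter readout depends on ELG1 protein level, which increases with genetic stress. After 16 hr compound exposure at 37 °C, luciferase activity was quantified using ONE-Glo.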
The depositor's hits bear a star; ? = inconclusive; . = no result given; [ ] = dose if it differs, or a comment. Unless noted, calls come from the whole dose curve; as a rule, active = well fitted curve in the direction sought with a large enough effect; inconclusive = small, poorly fitted or top-dose-only effect, or another doubt; inactive = no such curve, though single readings can be large; an effect the other way counts as inactive or inconclusive. Potency is the fitted concentration of half-maximal effect.

SMILES	RORgamma inh	p53 reactivation	BRCA1 expr up	Gal4-VP16 FLuc	uPA generation	NPC1 prom act	MBNL1 CUG block	Rab9 prom act	FLuc counter	ELG1 genotox
CNC(=S)N(CCc1c(C)[nH]c2ccc(Cl)cc12)Cc1cc(OC)c(OC)c(OC)c1	-14%	-13%	-38%	2%	?	1%	-27%	1%	-1%	-5%
Cc1c(NC(=S)NC(=O)c2ccco2)cccc1-c1nc2ncccc2o1	?	-4%	1%	-18%	0%	5%	1%	-3%	-9%	4%
Cc1occc(=O)c1OCc1c(F)cccc1Cl	7%	-1%	0%	10%	-2%	-5%	3%	-3%	-2%	0%
S=C(NCCCN1CCOCC1)N(Cc1ccccc1)Cc1ccccc1	-4%	-4%	-5%	-10%	-16%	-3%	3%	-9%	1%	2%
COc1cccc(C(=O)Nc2c3c(nc4c2CCC4)CCCC3)c1	-1%	-2%	-9%	-5%	-2%	-1%	-6%	-3%	-2%	-1%
Nc1c(C(=O)O)sc2nc(-c3ccc(F)cc3)cc(-c3ccccc3)c12	-27%	-2%	-19%	8%	11%	1%	8%	-5%	3%	-2%
O=C(Cc1ccc([N+](=O)[O-])cc1)NCC1CCCO1 (stereo not given)	-12%	8%	9%	8%	-7%	-6%	17%	0%	1%	-2%
COc1cccc(OC)c1C(=O)Nc1cccc(-c2nc3ccccc3[nH]2)c1	14%	0%	59%	6%	3%	-2%	2%	-2%	-2%	-1%
CCOc1ccc(-c2cc(NC(=O)c3c(F)cccc3F)c(C(=O)O)s2)cc1	44%	0%	-27%	-15%	-3%	0%	?	-5%	?	-3%
Cc1cc(NC(=O)COc2ccccc2C(N)=O)no1	.	?	68%	.	-7%	.	.	.	.	?
COc1ccc(OC)c(NC(=O)c2cc(S(=O)(=O)NCc3ccco3)ccc2F)c1	-6%	-16%	-21%	-10%	.	1%	-8%	6%	3%	-6%
O=C(N/N=C/c1c[nH]c2ccccc12)c1cc(-c2ccc(-c3ccccc3)cc2)n[nH]1	5.6µM*	-9%	-69%	?	.	30%	0%	?	1.3µM*	13%
COc1ccc(-c2nnc(NC(=O)C(C)C)o2)cc1	11µM*	19%	0%	?	-21%	1%	5%	1%	-27%	7%
COc1ccccc1CNC(=O)COC(=O)c1nc(Cl)ccc1Cl	.	1%	1%	.	1%	-1%	.	-5%	0%	-8%
CCOc1ccc(OCCCC(=O)NCCc2ccc(OC)cc2)cc1	0%	-2%	-1%	-19%	0%	-1%	-1%	5%	-1%	-11%
O=C(c1cc(Cl)ccc1O)N1CCN(S(=O)(=O)c2cccs2)CC1	.	-7%	-17%	.	0%	0%	.	-4%	-1%	2%
CCOc1ccc(-c2[nH]nc3c2C(c2ccc4c(c2)OCO4)C(C#N)=C(N)O3)cc1OC (stereo not given)	14%	16%	-3%	6%	0%	3%	10%	-2%	4%	7%
Cc1cc(NC(=O)[C@H](C)NC(=O)c2ccco2)ccc1Br	2%	-9%	9%	8%	11%	-1%	-7%	-2%	-7%	-1%
CC1=NN(C(=O)c2ccccc2-n2cccc2)C(O)(C(F)(F)F)C1 (stereo not given)	10µM*	6%	2%	?	1%	-1%	-1%	1%	0%	-3%
O=C(CNC(=O)c1cnccc1C(F)(F)F)c1cccc(Cl)c1	2%	0%	24%	-5%	5%	0%	-11%	-1%	-1%	-7%
CC(C)Cn1c(=O)[nH]c(=O)c2c(C(F)(F)F)cc(-c3ccccc3)nc21	-26%	12%	-26%	2%	?	-8%	-10%	-3%	0%	6%
Cc1cccc(NC(=O)CN2C(=O)N/C(=C/c3ccc(C)o3)C2=O)c1	?	28%	-9%	18µM*	-5%	-2%	3%	-5%	-2%	-1%
Cc1cc(S(=O)(=O)Nc2ccc(C(=O)NCC(c3ccco3)N(C)C)cc2)ccc1F (stereo not given)	.	3%	-1%	.	0%	7%	.	1%	-15%	-2%
Clc1ccc(Cl)c(-c2nc(-c3ccncc3)no2)c1	-8%[1.91 µM]	.	-15%	-9%	-1%	24%	2%	?	?	8%
COc1ccc(NC(=O)c2cccc(N3C(=O)c4ccc(C(=O)Nc5ccc(OC)c(O)c5)cc4C3=O)c2)cc1O	11%	1%	-16%	-4%	-14%	-1%	-6%	4%	6%	14%
CC(C)c1ccc(NC(=O)Nc2cnccn2)cc1	?	?	57%	5%	-18%	?	-3%	?	6.7µM*	?
CCOC(=O)c1c(C)nc2sc3c(=O)n(-c4ccc(OC)cc4)nnc3c2c1-c1ccc(OC)cc1	9%	1%	-24%	-6%	9%	-2%	2%	3%	1%	-4%
COc1ccc(CCNC(=O)COC(=O)C2CC2)cc1	-34%	1%	-15%	1%	0%	-4%	-2%	3%	-1%	2%
O=C(O)CSc1nc2sc3c(c2c(=O)n1Cc1ccccc1)CCCCC3	24%	6%	?	2%	12%	24%	-4%	22%	?	?
COc1ccccc1C(=O)NNC(=O)c1sccc1-n1cccc1	?	1%	-40%	0%	18%	?	-3%	?	-12%	-4%
O=[N+]([O-])c1ccc(/C=C/c2nc3ccc([N+](=O)[O-])cc3[nH]2)cc1	18%[10 µM]	20%	14%	?	4%	13%	.	6%	?	-5%
O=C1CSC(c2c(F)cccc2Cl)N1c1cccc(F)c1 (stereo not given)	3%	-6%	-1%[1.84 µM]	-3%	0%	-4%	1%	-1%	1%	-4%
O=C(N/N=C/c1ccc([N+](=O)[O-])cc1)c1ccc(COc2ccccc2-c2ccccc2)cc1	8%	0%	-61%	-7%	-1%	1%	-1%	-8%	-3%	0%
COC(=O)CN(c1cc(OC)ccc1OC)S(=O)(=O)c1ccc(OC)c(OC)c1	16%	-3%	-12%	-3%	1%	2%	-8%	-5%	1%	2%
CCOc1cc(CNCCO)cc(Br)c1OCc1ccccc1	-21%	-6%	-45%	-24%	-13%	-9%	2%	-12%	-1%	4%
COc1ccc(N2CCN(CCCNS(=O)(=O)c3c(C)noc3/C=C/N(C)C)CC2)cc1	25%	-5%	.	-26%	.	-3%	?	-1%	2%	-7%
COCC(=O)N1CCN(c2ccc([N+](=O)[O-])cc2)CC1	6%	-8%	13%	3%	-2%	3%	?	6%	0%	-2%
O=C(O)COc1ccc(/C=N/n2c(COc3ccccc3)nc3ccccc3c2=O)cc1	13%	?	48%	4%	1%	-4%	2%	0%	?	6%
CCOc1cc(C2Nc3ccccc3C(=O)N2c2ccccc2)c(Br)cc1OCC(=O)O (stereo not given)	-2%	23%	60%	-1%	-2%	-2%	-5%[11.5 µM]	-2%	0%	0%
Cc1ccc(-n2nc3c(c2NC(=O)c2ccc(OC(C)C)cc2)CS(=O)C3)cc1 (stereo not given)	20%	-6%	-7%	7%	2%	-4%	1%	-1%	8%	3%
O=C(O)c1cc([N+](=O)[O-])c(Sc2nc3ccccc3[nH]2)c([N+](=O)[O-])c1	?	12%	-33%	3%	3%	-3%	?	-2%	-11%	1%
Cc1ccn2c(NCc3ccccc3)c(-c3cccs3)nc2c1	14µM*	21%	0%	?	-4%	?	17%	3.2µM*	15µM*	9%
c1ccc(OCc2nc3ccccc3[nH]2)cc1	69%	?	?	-18%	-7%	2.8µM*	-6%	4µM*	12µM*	?
Cc1ccc(C(=O)COC(=O)c2ccc3c(c2)C(=O)N(c2cccc4ncccc24)C3=O)cc1C	?	0%	-9%	16µM*	-2%	-1%	?	-32%[inhibitor]	-10%	1%
O=C1C2C3C=CC(CC3)C2C(=O)N1c1ccc(F)cc1 (stereo not given)	-16%	.	11%	-9%	3%	-3%	2%	1%	3%	1%
C[C@H](NS(=O)(=O)c1ccc2c(c1)OCCCO2)C(=O)N1CCN(Cc2ccc(C#N)cc2)CC1	.	-9%	-18%	.	-2%	0%	.	-5%	.	-3%
COc1ccc(C(=O)NCCc2c[nH]c3ccccc23)cc1S(=O)(=O)N1CCCCC1C (stereo not given)	.	-11%	-20%	.	-1%	5%	.	20%	-1%	-4%
C=CCNCC(=O)N1N=C(c2ccc3ccccc3c2)CC1c1ccc(OC)cc1 (stereo not given)	-1%	30%	-73%	-5%	3%	-5%	22%	-2%	-3%	-4%
CC1CCC(C(C)C)C(OC(=O)COC(=O)c2ccc(N)cc2)C1 (stereo not given)	32%	24%	-29%	16µM*	-17%	-2%	-4%	3%	4%	-3%
Cc1nnc(N2CCCC(C(=O)NCc3ccc(OC(C)C)cc3)C2)c2nn(-c3ccccc3)c(C)c12 (stereo not given)	-5%	7%	-39%	-20%	-25%	0%	?	-6%	1%	-10%
Cc1c(Cl)cccc1NC(=O)NCc1ccncc1	15%	-4%	12%	?	-1%	-1%	-6%	1%	-1%	-3%
CCOc1ccc(NC(=O)/C(=C\c2ccc(OC(C)=O)c(OC)c2)NC(C)=O)cc1	26%	1%	-3%	-2%	-9%	1%	.	-2%	0%	0%
CCOc1ccccc1-c1cc(C(=O)N/N=C/c2ccc3c(c2)OCO3)c2ccccc2n1	21%	6%	-32%	10%	-8%	1%	1%	2%	-16%	2%

Bioassay records: PubChem, National Center for Advancing Translational Sciences (NCATS)
